Screening data as filed in PubChem.
NCI-60 one-dose screen, 48 h, at 10 µM unless noted. Numbers give growth in % (100 = growth as untreated, 0 = no growth, -100 = all killed).
MOLT-4 – MOLT-4 leukemia cells; hit rate 6.9% among 80,000; AID 1794779
MCF7 – MCF7 breast cancer | hit rate 6.3% among 82,000
MDA-MB-468 – MDA-MB-468 breast cancer; hit rate 8.5% among 78,000
SR – SR leukemia cells. hit rate 8.7% among 73,000. AID 1794780
K-562 – K-562 leukemia; hit rate 7.4% among 78,000; AID 1794777
MDA-MB-231 – MDA-MB-231 breast cancer | AID 1794789 | hit rate 5% among 81,000
T-47D – T-47D breast cancer. hit rate 5% among 79,000. AID 1794792
BT-549 – BT-549 breast cancer. AID 1794793. hit rate 4.4% among 78,000
* = called active by the depositor; . = no result given; & = joins results of further samples; [ ] = remark or other dose. The calls were made as follows: active = growth percent below 10; inactive = the rest.

The first 3 records, ahead of the listing:
SMILES	MOLT-4	MCF7	MDA-MB-468	SR	K-562	MDA-MB-231	T-47D	BT-549
Cn1cnc2c1c(=O)n(CC(=O)Nc1ccc(F)cc1)c(=O)n2C	105	98	99	97	95	95	91	100
COc1ccc(CN2[C@@H](CC(C)C)C=C[C@H](CC(C)C)N(Cc3ccccc3)S2(=O)=O)cc1	57[5 µM]	.	44[5 µM]	67[5 µM]	76[5 µM]	79[5 µM]	66[5 µM]	125[5 µM]
CC(=O)OCC(=O)C1(O)C(C)CC2C3C=C(C)C4=Cc5c(cnn5-c5ccccc5)CC4(C)C3C(O)CC21C (stereo not drawn)	9.2*	13	-11*	2.8*	2.6*	-11*	40	21

This part in full (from the top)
SMILES	MOLT-4	MCF7	MDA-MB-468	SR	K-562	MDA-MB-231	T-47D	BT-549
Cn1cnc2c1c(=O)n(CC(=O)Nc1ccc(F)cc1)c(=O)n2C	105	98	99	97	95	95	91	100
COc1ccc(CN2[C@@H](CC(C)C)C=C[C@H](CC(C)C)N(Cc3ccccc3)S2(=O)=O)cc1	57[5 µM]	.	44[5 µM]	67[5 µM]	76[5 µM]	79[5 µM]	66[5 µM]	125[5 µM]
CC(=O)OCC(=O)C1(O)C(C)CC2C3C=C(C)C4=Cc5c(cnn5-c5ccccc5)CC4(C)C3C(O)CC21C (stereo not drawn)	9.2*	13	-11*	2.8*	2.6*	-11*	40	21
C#C[C@]1(O)CCC[C@H]2[C@@H]3CC[C@@H]4C[C@H](OC(C)=O)CC[C@]4(C)[C@H]3C(=O)C[C@@]21C	95	88	99	93	98	87	88	108
COc1ccc(-n2nc[nH]c2=O)cc1	.	94	110	.	101	103	.	101
CC(C)NNC(=O)c1ccccc1	112	94	100	108	112	100	98	99
O=C(Nc1cc(Cl)cc(Cl)c1)C(Cc1cccc[n+]1[O-])c1ccccc1 (stereo not drawn)	101	93	94	102	.	82	89	79
Cc1cc(C(=O)NC2CC(C)(C)NC(C)(C)C2)c(C)o1	106	97	98	110	101	110	105	95
O=S(=O)(/N=c1/n(-c2ccccc2)nc2n1CCN2C1=NCCN1)c1ccc(-c2ccccc2)cc1	95	98	94	67	89	86	94	98
CCOC(=O)CCCCCCCCC(=O)Nc1ccc(-n2[nH]c(=O)cc2C)cc1	85	99	.	77	90	104	90	87
Nc1nonc1-c1noc(COc2ccc(Cl)cc2)n1	91	103	98	83	86	108	.	.
COc1ccccc1N1C(=O)C=CC1=O	106	98	47	116	37	118	104	95
COc1cccc(/C=C/C(=O)c2ccc(NC(=O)c3cc4cc5cc(C)ccc5nc4s3)cc2)c1	110	90	.	102	100	104	95	102
COc1cc(CNS(=O)(=O)c2ccc(C)cc2)ccc1OCc1cn(-c2ccc(Cl)cc2)nn1	96	87	90	93	88	100	95	104
O=C(O)C1C[C@](O)(c2ccccc2Cl)[C@@H](c2ccccc2Cl)O1 (stereo partly drawn)	68	87	.	76	78	110	104	.
CC1(C)CC[C@]2(C(=O)Nc3ccccn3)CC[C@]3(C)C(=CC[C@@H]4[C@@]5(C)C/C(=C/c6ccco6)C(=O)C(C)(C)[C@@H]5CC[C@]43C)[C@H]2C1	33	54	62	.	45	103	38	96
N#Cc1c(N)n2c(nc1=Nc1ccc([N+](=O)[O-])cc1)sc1cc(Cl)ccc12	93	78	79	35	74	75	78	116
COc1cc2c(cc1OC)C1=NN(C(=O)Nc3ccc(F)cc3)C(c3ccccc3)C1C2 (stereo not drawn)	86	86	102	88	97	101	80	99
O=C(O)c1cn(C2CC2)c2cc(N3CCN(C(=O)C[n+]4ccc5ccccc5c4)CC3)c(F)cc2c1=O	105	95	112	108	.	111	103	92
CCSc1ncc(CO)c(N)n1	109	120	.	115	104	104	99	103
CO/N=C1\CN(c2nc3c(cc2F)c(=O)c(C(=O)O)cn3C2CC2)CC1CN (stereo not drawn)	94	92	80	.	.	111	83	78
CC(=O)Cc1nn(Cc2ccccc2)[nH]c1=O	105	105	.	107	100	98	98	.
CC1(C)CC(=O)C2=C(C1)C(c1ccc(Cl)cc1)n1ncc(C#N)c1N2 (stereo not drawn)	98	95	105	109	106	94	86	103
O=C(O)CN(CCN1CC(=O)OC(=O)C1)CCN1CC(=O)OC(=O)C1	41	31	78	37	34	88	57	83
C1CN(CC2CCC(CN3CCOCC3)O2)CCO1 (stereo not drawn)	68	53	102	62	63	118	82	.
CC1=C(C(=O)n2c3ccccc3c3ccccc32)C(c2cccc([N+](=O)[O-])c2)C(C(=O)n2c3ccccc3c3ccccc32)=C(C)N1	83	95	118	68	96	85	81	102
CCC[C@@]12Cc3ccccc3N[C@@H]1N(C)c1ccccc12	82	98	112	91	86	91	85	119
CCSc1nc(NC)c2cc(F)c(F)c(F)c2n1	62	85	123	52	88	73	90	93
COc1cc(/C=N/NC(=O)Cn2cnc3c(c(C)nn3-c3ccccc3)c2=O)ccc1O	78	91	95	73	88	86	88	101
Nc1cccc(-c2nc3sccn3c2-c2ccnc(NCCNS(=O)(=O)c3cccc(F)c3)n2)c1	101	56	80	88	73	87	60	100
COC(=O)C(C)CN1CCOCC1 (stereo not drawn)	97	101	101	92	.	98	94	117
c1csc(-c2cn3nc(-c4c[nH]c5ccccc45)sc3n2)c1	27	13	19	14	16	23	24	38
CCOC(=O)c1ccccc1OC(=O)NNc1ccccc1	18	50	83	28	5.1*	81	57	48
CCS(=O)(=O)c1ccccc1C(=O)NC	96	95	90	106	92	100	92	103
CS(=O)(=O)Nc1ccc(C(=O)/C=C2/C(=O)Nc3ccccc32)cc1	91	39	98	57	79	95	89	110
Cc1nnc(-c2cc3c(ccc4ccccc43)oc2=O)c2cn(-c3ccc(Cl)cc3)nc12	75	80	96	80	81	78	76	105
OCC(O)C(O)C(O)C(O)c1nc2ccccc2[nH]1 (stereo not drawn)	96&109	103&94	114&93	96&105	101&104	107&98	93	111
COC(=O)c1cccc(NC2=CC(=O)C(C)=C(C)C2=O)c1	40	71	66	45	69	76	64	101
Oc1ccc(F)c2cccnc12	112	100	95	.	111	96	114	113
O=C(O)CCc1nc(-c2ccccc2)c(-c2ccccc2)o1	105	107	102	98	97	111	90	96

Record cards, from the list above. Values in the order: MOLT-4, MCF7, MDA-MB-468, SR, K-562, MDA-MB-231, T-47D, BT-549
`CS(=O)(=O)Nc1ccc(C(=O)/C=C2/C(=O)Nc3ccccc32)cc1` reads 91, 39, 98, 57, 79, 95, 89, 110
`CCOC(=O)c1ccccc1OC(=O)NNc1ccccc1` reads 18, 50, 83, 28, 5.1*, 81, 57, 48
`COC(=O)C(C)CN1CCOCC1` (stereo not drawn) reads 97, 101, 101, 92, ., 98, 94, 117
`COC(=O)c1cccc(NC2=CC(=O)C(C)=C(C)C2=O)c1` reads 40, 71, 66, 45, 69, 76, 64, 101
`O=C(O)CCc1nc(-c2ccccc2)c(-c2ccccc2)o1` reads 105, 107, 102, 98, 97, 111, 90, 96

Next section:
SMILES	MOLT-4	MCF7	MDA-MB-468	SR	K-562	MDA-MB-231	T-47D	BT-549
CC(=O)C1CCC2C3CCC4=CC(=O)CC4(C)C3CCC12C (stereo not drawn)	86	99	.	95	67	96	86	105
Cc1[nH]c(C(=O)OCc2cn(CCCCNC(=O)COc3cccc4c3C(=O)N(C3CCC(=O)NC3=O)C4=O)nn2)c2c1C(=O)CCCC2 (stereo not drawn)	104	91	95	92	91	89	80	110
CC1(CSc2ccccc2)CC(=O)N1 (stereo not drawn)	115	99	96	102	107	107	105	105
CCCCCCCCCCCCOc1ccc(/C(=N\N=C(N)N)c2ccccc2)c(O)c1	88	102	107	.	103	118	105	.
CN(Cc1ccccc1)c1nc(Cl)c(C2CC(c3ccccc3)=NN2c2ccccc2)s1 (stereo not drawn)	97	82	99	91	80	101	72	118
Clc1cccc(N=Cc2ccc(Cl)cc2Cl)c1	93	71	98	81	75	103	93	310
CC(=O)Nc1ccc(/C=N\NC(=O)N/N=C/c2ccc(NC(C)=O)cc2)cc1	101	98	96	93	100	97	105	.
CC(C)NO	110	95	103	110	104	120	93	110
CC(=O)OC[C@@]1(C)C2CC[C@]3(C)C(CC=C4C5CC(C)(C)CC[C@]5(C(=O)Nc5ccc(F)cc5)CC[C@]43C)[C@@]2(C)C[C@@H](OC(C)=O)[C@@H]1OC(C)=O (stereo partly drawn)	35	27	5.6*	28	22	66	31	42
CC(C)(C)n1cc(-c2ccnc(NCCCNS(=O)(=O)c3ccc(Cl)cc3)n2)c(-c2ccc(Cl)c(O)c2)n1	57	89	85	72	50	93	66	89
S=C(c1ccccc1)N1CCN(c2ccccc2)CC1	97	90	.	91	95	102	94	72
CCC(c1ccc(OC)cc1)C(CC)c1ccc(O)c(CN2CCOCC2)c1 (stereo not drawn)	92	86	78	76	79	100	88	92
Cc1nc2cc(Nc3nc(Nc4ccc(F)cc4)nc(Nc4ncccn4)n3)ccc2n1Cc1ccccc1	55	80	100	48	59	93	75	110
O=C1/C(=C/c2cc(Br)cc(Br)c2)Cc2cc3c(cc21)OCO3	106	78	87	86	91	76	90	109
Cc1sc2nc3[nH]/c(=C\c4ccc(Cl)cc4)c(=O)n3c(=O)c2c1C	94	100	101	87	101	111	103	105
CCCCCCCCCCCCCCCCCC1=Nc2ccccc2NC(=O)C1	98	97	101	102	97	104	94	96
O=C(Oc1ccc(Cl)cc1)c1ccccc1	113	95	91	101	122	100	109	98
COc1cc(/C=C/C(=O)c2ccc(C)cc2)ccc1Oc1nc(NCCO)nc(N2CCOCC2)n1	0.5*	9.1*	27	-3.7*	6.5*	68	92	-59*
COc1cc(NC(=O)CSc2nc3ccccc3c(=O)n2Cc2ccccc2)cc(OC)c1OC	.	98	.	.	.	85	99	72
CC(=O)c1ccc(NS(=O)(=O)c2ccc(-c3cnc(C4CC4)o3)cc2)cc1	95	81	85	98	96	93	86	118
CCOC(=O)c1[nH]cc(C(=O)c2ccc(OC)cc2)c1-c1ccc(OC)cc1	86	73	96	77	81	100	76	112
O=c1[nH]nc(-c2cc(-c3ccccc3)nc3ccccc23)o1	88	91	88	103	101	101	88	75
CCOC(=O)/C=C1/SC(=Nc2ccc(C)cc2)N(Cc2ccco2)C1=O	30	26	63	32	52	88	45	56
Cc1nnc(NC(=O)Nc2ccc(S(N)(=O)=O)cc2)s1	144	95	90	133	111	109	104	95
COc1ccc(-c2ccc(SCC(=O)Nc3cccc(S(N)(=O)=O)c3)nn2)cc1	69	.	110	89	81	102	65	104
O=C(NCc1ccc(Cn2c(=O)sn(-c3ccccc3)c2=O)cc1)OCc1ccc2c(Cl)cc(Cl)c(O)c2n1	58	85	89	84	57	94	80	87
CNc1cccc(C)c1	104	100	110	103	95	106	97	104
N#Cc1ccc(C(=O)CSc2nccc(Nc3ccc(S(=O)(=O)Nc4ncccn4)cc3)n2)cc1	102	96	106	109	104	100	102	106
COc1ccc(N=Nc2c(N)nn3c(-c4cc5cc(Br)ccc5oc4=O)ccnc23)cc1	86	26	-23*	28	48	-27*	11	-2.5*
Cc1ccc(S(=O)(=O)Oc2ccc3c(ccn3C(=O)C34CC5CC(CC(C5)C3)C4)c2)cc1	102	108	107	99	101	93	86	107
CSc1nc(O)c(Nc2cccc(Cl)c2)c(=O)[nH]1	115	96	99	113	110	128	99	94

Reprinted at random: 4 entries already listed, in no set order.
SMILES	MOLT-4	MCF7	MDA-MB-468	SR	K-562	MDA-MB-231	T-47D	BT-549
COc1ccc(N=Nc2c(N)nn3c(-c4cc5cc(Br)ccc5oc4=O)ccnc23)cc1	86	26	-23*	28	48	-27*	11	-2.5*
O=c1[nH]nc(-c2cc(-c3ccccc3)nc3ccccc23)o1	88	91	88	103	101	101	88	75
CCOC(=O)/C=C1/SC(=Nc2ccc(C)cc2)N(Cc2ccco2)C1=O	30	26	63	32	52	88	45	56
N#Cc1ccc(C(=O)CSc2nccc(Nc3ccc(S(=O)(=O)Nc4ncccn4)cc3)n2)cc1	102	96	106	109	104	100	102	106
